Assay outcomes deposited in PubChem BioAssay by several laboratories.
MITF TRPM1 HTS = MITF TRPM1 promoter activation in melanoma cells | SK-MEL-5 TRPM1-promoter luciferase, 24 h; % of positive control, neutral wells = 0 | activation, % at 12.5 µM | 0.75% of 300,000 active | AID 588334;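 active = mean activation of at least 80% with every replicate also reaching 80%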;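 note: 0% = neutral control wells and 100% = parthenolide positive control wells; values of inactives mirror those of a sister screen read the other way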
cardiac RTF act = cardiac RTF calcium sensitization | P19429+P45379 | IANBD-labeled TnC RTF fluorescence at EC20 calcium; 0% EC20 calcium, 100% full calcium | activation, % at 7.2 µM | 0.24% of 340,000 active | AID 493008;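 active = activation above the mean over all tested compounds plus 3 SD, cut at about 30% in these data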;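 note: rise in fluorescence read as greater calcium sensitivity of cardiac thin filaments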
Rtt109 Vps75 = blocks Candida albicans Rtt109/Vps75 acetyltransferase activity; purified Rtt109/Vps75, ThioGlo CoA-SH fluorescence, 4 h; inhibition, % at 34.9 µM; 0.16% of 330,000 active; AID 540336;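 active = inhibition of at least 50% in every replicate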
Target sequence (Q5AAJ8 whole entry, looked up): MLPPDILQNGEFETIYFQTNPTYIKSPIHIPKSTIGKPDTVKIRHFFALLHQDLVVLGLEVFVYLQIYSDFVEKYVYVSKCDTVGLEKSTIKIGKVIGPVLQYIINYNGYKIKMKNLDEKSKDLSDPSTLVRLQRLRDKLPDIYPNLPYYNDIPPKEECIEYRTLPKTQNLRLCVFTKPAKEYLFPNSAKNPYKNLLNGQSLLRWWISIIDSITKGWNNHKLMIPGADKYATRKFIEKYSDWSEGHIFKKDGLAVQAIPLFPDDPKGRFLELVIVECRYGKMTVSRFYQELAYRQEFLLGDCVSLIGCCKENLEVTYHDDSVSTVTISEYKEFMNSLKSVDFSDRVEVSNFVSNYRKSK
SR-BI uptake up = activators of SR-BI mediated HDL lipid uptake; CHO ldlA[mSR-BI] cells, DiI-HDL uptake fluorescence, 3 h; 100 = double the neutral-control signal; activation, % at 12.5 µM; 0.096% of 320,000 active; AID 504775;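 active = mean replicate activation of at least 60% and every replicate at or above 60%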;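 note: 0% = median plate neutral-control signal and 100% = twice that signal; values of inactives mirror those of a sister screen read the other way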
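Test system: SR-BI-overexpressing, LDLR-lacking CHO cells. Measured by: DiI fluorescence, bottom read. Medium: Ham's F12 with 0.5% BSA, HEPES 25 mM, pH 7.4. Timing: 3 h uptake period with compound, 37 °C.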
HTR5A ag = counter-screen for OPRM1-OPRD1 agonists: human HTR5A agonism | AID 504692 | 0.61% of 340,000 active | P47898 | HTR5A agonist assay, luminescence, cell-based | activation, % at 9.3 µM; in the data active = activation mostly above about 9.5%, no sharp cut-off; inactive = mostly below about 7.6%;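 note: 0% = cells with vehicle only and 100% = reference agonist; strong numbers were not always called active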
Target sequence (P47898 whole entry, looked up): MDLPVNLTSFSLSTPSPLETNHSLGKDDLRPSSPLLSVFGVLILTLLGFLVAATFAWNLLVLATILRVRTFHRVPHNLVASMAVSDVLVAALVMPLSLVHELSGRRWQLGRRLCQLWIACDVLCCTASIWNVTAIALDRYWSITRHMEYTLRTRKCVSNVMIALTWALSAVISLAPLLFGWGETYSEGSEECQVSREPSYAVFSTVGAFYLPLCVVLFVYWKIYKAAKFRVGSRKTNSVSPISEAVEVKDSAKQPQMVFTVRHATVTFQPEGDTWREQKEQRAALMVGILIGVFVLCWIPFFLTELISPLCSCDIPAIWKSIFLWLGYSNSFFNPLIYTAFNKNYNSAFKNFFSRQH
CDK5 p35 inh = CDK5/p35 (human) kinase inhibition | Q00535+Q15078 | Recombinant CDK5/p35, ADP-Glo luminescence, 60 min | inhibition, % at 10 µM | 0.01% of 330,000 active;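 active = highest replicate inhibition of at least 50% and at least 75% of replicates reaching 50%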;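 note: plate controls were DMSO neutral control for no effect and GW8510 at 10 µM for full effect; many of its hits are not listed in these tables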
SR-BI HDL uptake = blocks mouse SR-BI lipid uptake from DiI-HDL. 0.96% of 320,000 active. inhibition, % at 12.5 µM. ldlA[mSR-BI] CHO cells, DiI-HDL uptake fluorescence, 3 h. Q61009;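 active = mean replicate inhibition of at least 70% and a set share of replicates each scoring 70 or more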;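 note: 0% = median of neutral control wells and 100% = median of positive control wells; values of inactives mirror those of a sister screen read the other way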
Wnt bcat act = Wnt/beta-catenin pathway activation | activation, % at 9.35 µM | 1.2% of 300,000 active | Wnt/beta-catenin reporter cell assay, activator, plate reader | AID 743398; in the data active = activation above about 30%, passing the limit was not always enough;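 note: 0% = neutral control wells and 100% = positive control wells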
PvdQ inh = blocks Pseudomonas aeruginosa PvdQ acylase activity. purified PvdQ acylase, fluorescence plate reader. 0.063% of 340,000 active. inhibition, % at 10 µM. AID 488965; in the data active = inhibition above about 30%, passing the limit was not always enough;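 note: 0% = vehicle neutral wells and 100% = reference inhibitor wells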
dFosB act = activators of mouse delta FosB homodimer; AID 493131; activation, % at 25 µM; purified delta FosB, TAMRA-CDK5 oligo fluorescence polarization; percent of positive-control signal above neutral wells; P13346; 0.99% of 340,000 active;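 active = mean activation above about 17%, with every replicate also reaching it, limit read from the data, passing the limit was not always enough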;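 note: fluorescence polarization rise as delta FosB binds a TAMRA Cdk5 AP-1 oligo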
Target sequence (P13346 whole entry, looked up): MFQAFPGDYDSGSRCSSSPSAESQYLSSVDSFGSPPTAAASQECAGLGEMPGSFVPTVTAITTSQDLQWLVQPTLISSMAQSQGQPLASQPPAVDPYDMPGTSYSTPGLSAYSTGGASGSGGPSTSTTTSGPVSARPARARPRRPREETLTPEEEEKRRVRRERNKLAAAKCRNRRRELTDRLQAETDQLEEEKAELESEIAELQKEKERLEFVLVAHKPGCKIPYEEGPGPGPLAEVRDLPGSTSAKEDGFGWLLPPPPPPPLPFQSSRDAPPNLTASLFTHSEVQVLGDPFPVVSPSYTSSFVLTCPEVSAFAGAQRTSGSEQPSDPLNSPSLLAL
* marks the source's active call; other numbers are inactive results; nt = not tested or not shown.

SMILES | MITF TRPM1 HTS | cardiac RTF act | Rtt109 Vps75 | SR-BI uptake up | HTR5A ag | CDK5 p35 inh | SR-BI HDL uptake | Wnt bcat act | PvdQ inh | dFosB act
CC(OC(=O)c1ccc(Cl)nc1)C(=O)NC1(C#N)CCCCC1 (stereo unspecified) | 8.8 | -6.2 | 21.0 | -17.7 | 3.5 | -0.9 | 17.7 | -0.5 | 6.3 | -4.4
CCCn1c(SCC(=O)Nc2cc(S(=O)(=O)N3CCOCC3)ccc2OC)n[nH]c1=O | 2.9 | -0.6 | 0.6 | -10.6 | 4.1 | -0.7 | 10.6 | -2.0 | -7.5 | 0.3
Cc1ccc(C)c(S(=O)(=O)N2CCN(C(=O)C3CC3C)CC2)c1 (stereo unspecified) | -5.9 | 2.9 | 2.1 | -1.4 | 3.1 | -0.7 | 1.4 | 2.0 | -5.5 | -13.4
O=[N+]([O-])c1ccc(C2=NN(c3ccccc3)C(c3ccco3)C2)cc1 (stereo unspecified) | nt | 29.4 | 4.7 | nt | 0.4 | 0.1 | nt | 5.4 | -9.3 | -18.0
CC(C)CCN1CCN(Cc2ccc(C#CC(C)(C)O)s2)CC1CCO (stereo unspecified) | 0.2 | -1.8 | -4.6 | 29.2 | -2.8 | 0.3 | -29.2 | -1.2 | 7.4 | -7.9
Cc1cccc(NC(=O)C[n+]2ccc(N(C)C)cc2)c1 | nt | -6.2 | 11.1 | -13.4 | 0.8 | 1.0 | 13.4 | -1.0 | 7.6 | -6.8
COc1ccc(CCNC(=O)CNC(=O)Cn2cnc3sc(C)c(C)c3c2=O)cc1OC | -2.6 | -7.1 | nt | -15.9 | 6.1 | 0.4 | 15.9 | -3.7 | -0.3 | -4.9
COc1ccc(-c2n[nH]c3c2C(c2ccc(OC)c(OC)c2)N(c2ccccc2)C3=O)cc1 (stereo unspecified) | nt | -0.5 | -7.5 | -0.5 | -2.1 | -3.5 | 0.5 | 24.4 | -2.6 | -4.9
O=S(=O)(Nc1ccc2c(c1)OCO2)c1cccs1 | 7.4 | -0.7 | 6.5 | -12.1 | 0.1 | -0.3 | 12.1 | 1.7 | 6.1 | -13.1
S=C(NCCc1ccccc1)Nc1ccc(N2CCCCC2)cc1 | -11.1 | -2.3 | -3.0 | 8.2 | 2.4 | 1.2 | -8.2 | -0.2 | 20.0 | -3.0
COCCOC(=O)C1=C(C)NC2=C(C(=O)CCC2)C1c1ccc2c(c1)OCO2 (stereo unspecified) | -5.0 | 3.4 | -15.9 | 21.4 | 0.8 | 1.6 | -21.4 | -3.4 | -15.5 | 2.5
O=C(Nc1ccc(F)cc1)N1CCCN(c2ccc(C(F)(F)F)cn2)CC1 | nt | nt | 4.8 | nt | nt | -3.2 | nt | 16.5 | -12.1 | -3.4
COc1ccccc1N=NC1=C(O)CC(C)(C)CC1=O | -5.7 | -4.3 | nt | 4.6 | 1.1 | -2.8 | -4.6 | -3.6 | -4.4 | -2.6
O=C(NCC1CCN(C(=O)c2ccc([N+](=O)[O-])cc2)CC1)C(=O)Nc1ccccc1 | 4.2 | -2.0 | -3.2 | -16.2 | 3.1 | 1.3 | 16.2 | 0.1 | -3.2 | 5.2
C[S+](CC[C@H](N)C(=O)O)C[C@H]1O[C@@H](n2cnc3c(N)ncnc32)[C@H](O)[C@@H]1O (stereo partly specified) | 1.7 | 8.4 | 3.2 | 25.9 | 1.1 | -2.9 | -25.9 | nt | -2.9 | -3.9
O=C(NCc1ccccc1CN1CCCCC1)c1ccccc1N1CCCC1=O | 13.2 | 5.0 | -5.7 | 12.2 | 1.0 | 0.7 | -12.2 | -3.3 | -9.7 | -1.4
Cc1cc(Br)ccc1N=C1C(=O)Nc2ccccc21 | -10.1 | -2.9 | 5.6 | nt | -3.9 | -0.5 | nt | 2.4 | -2.1 | 2.0
Cc1noc(C)c1C(=O)N1CCc2ccccc21 | 1.8 | -6.1 | -16.7 | 25.5 | 0.6 | -0.4 | -25.5 | -1.9 | -16.4 | 4.8
COc1ccc(NC(=O)Nc2cccnc2)c(OC)c1 | -8.0 | 16.6 | -7.8 | 10.5 | -4.6 | -1.8 | -10.5 | 3.4 | -4.2 | 4.0
CC1CCC2(CC1)SCC(=O)N2c1ccc(F)cc1 (stereo unspecified) | nt | 6.6 | -2.0 | 2.8 | 2.3 | 0.7 | -2.8 | 9.8 | 0.0 | 0.2
CCCCC(=O)Nc1cccc(NC(=O)C(C)C)c1 | 5.8 | 0.6 | 1.3 | -10.7 | 1.9 | 1.5 | 10.7 | -2.9 | -12.7 | -7.3
CCn1c(=NC(=O)CN2C(=O)CCC2=O)sc2c(OC)ccc(OC)c21 | -4.4 | 2.1 | -1.1 | 4.4 | 6.1 | 0.7 | -4.4 | -4.2 | 2.3 | 4.2
COC(=O)CNC(c1ccccc1Cl)c1cc(Br)ccc1NS(=O)(=O)c1ccc(C)cc1 (stereo unspecified) | -32.8 | -0.9 | 1.2 | 10.7 | 2.5 | -4.1 | -10.7 | -1.3 | -8.3 | -5.0
COc1ccc(CCN2CC(C(=O)NCCN3CCNC3=O)CCC2=O)cc1 (stereo unspecified) | -5.6 | 7.2 | -2.9 | 40.6 | 1.1 | -4.3 | -40.6 | -0.4 | -16.3 | -2.9
Cc1ccc(NC(=O)NN(C)c2c(Cl)c(Cl)nn2C)cc1 | -5.6 | 0.1 | 0.1 | 27.0 | -3.5 | 0.3 | -27.0 | -3.2 | -5.1 | -3.5

The final 3 compounds of the section above lead into the next:
SMILES | MITF TRPM1 HTS | cardiac RTF act | Rtt109 Vps75 | SR-BI uptake up | HTR5A ag | CDK5 p35 inh | SR-BI HDL uptake | Wnt bcat act | PvdQ inh | dFosB act
COC(=O)CNC(c1ccccc1Cl)c1cc(Br)ccc1NS(=O)(=O)c1ccc(C)cc1 (stereo unspecified) | -32.8 | -0.9 | 1.2 | 10.7 | 2.5 | -4.1 | -10.7 | -1.3 | -8.3 | -5.0
COc1ccc(CCN2CC(C(=O)NCCN3CCNC3=O)CCC2=O)cc1 (stereo unspecified) | -5.6 | 7.2 | -2.9 | 40.6 | 1.1 | -4.3 | -40.6 | -0.4 | -16.3 | -2.9
Cc1ccc(NC(=O)NN(C)c2c(Cl)c(Cl)nn2C)cc1 | -5.6 | 0.1 | 0.1 | 27.0 | -3.5 | 0.3 | -27.0 | -3.2 | -5.1 | -3.5
COc1cc(-c2nnc(SCC(=O)Nc3ccc4c(c3)OCCO4)o2)cc(OC)c1OC | nt | 1.1 | 4.1 | -6.4 | -2.5 | -0.7 | 6.4 | nt | -12.3 | 2.1
O=S(=O)(c1cccc2cccnc12)N1CCN(Cc2ccc3c(c2)OCO3)CC1 | -8.7 | 5.6 | -9.8 | 8.5 | -3.6 | 0.3 | -8.5 | nt | -7.9 | -9.8
COc1ccc(S(=O)(=O)N2CCOCC2)cc1NC(=O)c1ccc(Cl)cc1 | 11.5 | 1.9 | -4.3 | 10.1 | 0.2 | 0.9 | -10.1 | -0.3 | -9.5 | 0.5
CC(C)C(=O)NNS(=O)(=O)c1ccccc1[N+](=O)[O-] | -3.3 | 1.5 | 1.0 | 20.7 | -4.3 | 0.0 | -20.7 | nt | 10.2 | -1.5
CCCn1c(=N)n(CC(O)COc2ccc(C)cc2)c2ccccc21 (stereo unspecified) | 6.8 | 11.7 | 3.8 | -22.5 | -1.7 | -3.0 | 22.5 | 0.4 | -16.2 | -11.5
Cc1ccc(N(C(=O)CCC(=O)Nc2cc(C)on2)C(C(=O)NC2CCCC2)c2cccs2)cc1 (stereo unspecified) | -12.4 | 10.0 | -7.0 | -2.7 | -0.4 | 0.3 | 2.7 | -4.0 | 4.4 | -12.4
O=C(c1ccco1)N1N=C(c2ccc(Br)cc2)CC1c1ccco1 (stereo unspecified) | -0.3 | 4.5 | -3.2 | -52.9 | 2.5 | -1.0 | 52.9 | 13.8 | -16.3 | -4.0
COC(=O)C1Cc2c([nH]c3ccccc23)C(C)N1 (stereo unspecified) | nt | 3.0 | -0.6 | 23.2 | 0.6 | -2.3 | -23.2 | -1.4 | -0.5 | -5.8
COc1ccccc1Cc1nnc(NC(=O)C2CCN(C(=O)c3ccco3)CC2)s1 | 6.9 | -7.9 | 1.9 | -13.0 | 3.2 | 1.9 | 13.0 | 1.6 | 6.6 | -2.4
S=C(NC12CC3CC(CC(C3)C1)C2)N1CCOCC1 | 0.9 | 13.2 | -1.1 | -7.2 | 1.9 | -6.9 | 7.2 | 3.5 | -17.9 | 6.4
O=C(NCCCc1ccccc1)c1cccc(S(=O)(=O)N2CCOCC2)c1 | -0.7 | 0.2 | -1.3 | 1.1 | 0.8 | 0.1 | -1.1 | 2.2 | -6.7 | 0.7
CCOc1ccc(NC(=O)N2CCCC2C(=O)NCC2CCCO2)cc1 (stereo unspecified) | -1.4 | -5.0 | 14.6 | 0.7 | -2.7 | -1.0 | -0.7 | -4.5 | 0.2 | -2.4
COc1ccc(-c2n[nH]c(=S)n2CC(C)C)cc1 | nt | 0.2 | 2.0 | -4.6 | 0.2 | 1.8 | 4.6 | nt | -7.9 | -0.3
Fc1ccc(C2=Nc3cccc4cccc(c34)N2)cc1 | -2.5 | -1.6 | nt | 36.0 | -0.4 | 0.8 | -36.0 | -10.4 | 8.3 | 12.8
CC(C)Oc1ccc(CCNC(=O)C2CCC(=O)N(C3CCCCCC3)C2)cc1 (stereo unspecified) | -18.1 | 3.0 | 0.3 | 5.2 | 3.1 | -0.7 | -5.2 | 2.7 | -12.6 | -7.0
Cc1cc2ccccn2c1C(=O)c1ccc(F)cc1 | nt | -3.1 | -5.0 | nt | -1.5 | -1.1 | nt | 1.1 | -4.1 | 4.1
CN1CCN(CC(=O)Nc2nc(-c3c[nH]c4ccccc34)cs2)CC1 | 23.6 | 2.4 | 13.0 | -36.7 | 1.3 | 0.6 | 36.7 | 2.6 | -14.0 | 0.9
Cc1ccc(C(CNS(=O)(=O)c2ccc(F)cc2)N2CCN(C)CC2)cc1 (stereo unspecified) | 7.4 | -2.1 | 5.2 | 31.6 | -6.5 | 0.9 | -31.6 | 1.5 | -9.9 | -3.2
CCn1c(=O)n(CC(=O)Nc2cccc(OC)c2)c(=O)c2ccccc21 | 0.2 | 7.5 | -6.8 | -2.8 | -1.0 | 0.5 | 2.8 | nt | -1.5 | -10.8
O=C(O)CCCC(=O)N1N=C(c2c(-c3ccccc3)c3cc(Cl)ccc3[nH]c2=O)CC1c1cccs1 (stereo unspecified) | 17.0 | -6.8 | nt | -8.6 | 0.3 | 0.4 | 8.6 | -4.9 | 6.8 | -10.7
Cc1ccc(C)c(S(=O)(=O)Nc2ccc(O)c(C(=O)O)c2)c1 | -16.0 | 0.7 | -4.9 | 11.7 | -1.4 | -0.8 | -11.7 | -1.2 | 2.1 | -0.7
C/C(=N\NC(=O)COc1ccc(C)cc1C(C)C)c1cc2ccccc2o1 | 15.7 | 6.5 | -6.2 | -7.7 | 4.1 | -0.6 | 7.7 | 4.2 | -6.0 | -8.3
O=C(CN1C(=O)NC(Cc2c[nH]c3ccccc23)C1=O)NC1CCCCC1 (stereo unspecified) | 6.7 | 1.0 | -8.1 | 23.4 | 0.8 | 1.2 | -23.4 | 0.0 | -17.4 | 2.2
